# mIAP activ – mouse IAP activation. muIAP, CDP-Star luminescence, 30 min; active compounds read high; 1 = vehicle-only enzyme signal, 0 = enzyme-free wells. activation factor at 10 µM. actives 0.24% (n = 330,000);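 active means activation factor of at least 2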; further: the source names both 10 and 20 µM as test concentration; values of inactives mirror those of a sister screen read the other way
#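 Assay system: mouse IAP enzyme; Reagent: CDP-Star chemiluminescent phosphatase substrate; Compound: DMSO-dissolved test compounds; Incubation: 30 min, room temperature; Technique: luminescence from enzymatic CDP-Star hydrolysis; Controls: DMSO-only wells and no-enzyme negative control.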
# NLRP3 yeast inh – NALP3 inhibition in yeast. inhibition, % at 10 µM. actives 0.39% (n = 330,000). Yeast reconstituted NLRP3/ASC/caspase-1, beta-gal luminescence, 24 h. AID 2825;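 active means inhibition of 50% or more; inactive means inhibition below 50%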;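 further: plate controls were induced DMSO wells for no effect and uninduced yeast grown without galactose for full effect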
# hIAP act – human IAP activation | actives 0.16% (n = 330,000) | purified human IAP, CDP-Star luminescence, 30 min; active compounds read high; 1 = vehicle-only enzyme, 0 = enzyme-free background | activation factor at 10 µM | P09923 | AID 2524;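 active means activation factor of the enzyme at least 2-fold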; further: the source names both 10 and 20 µM as test concentration; values of inactives mirror those of a sister screen read the other way
# Target sequence (P09923 whole entry, looked up): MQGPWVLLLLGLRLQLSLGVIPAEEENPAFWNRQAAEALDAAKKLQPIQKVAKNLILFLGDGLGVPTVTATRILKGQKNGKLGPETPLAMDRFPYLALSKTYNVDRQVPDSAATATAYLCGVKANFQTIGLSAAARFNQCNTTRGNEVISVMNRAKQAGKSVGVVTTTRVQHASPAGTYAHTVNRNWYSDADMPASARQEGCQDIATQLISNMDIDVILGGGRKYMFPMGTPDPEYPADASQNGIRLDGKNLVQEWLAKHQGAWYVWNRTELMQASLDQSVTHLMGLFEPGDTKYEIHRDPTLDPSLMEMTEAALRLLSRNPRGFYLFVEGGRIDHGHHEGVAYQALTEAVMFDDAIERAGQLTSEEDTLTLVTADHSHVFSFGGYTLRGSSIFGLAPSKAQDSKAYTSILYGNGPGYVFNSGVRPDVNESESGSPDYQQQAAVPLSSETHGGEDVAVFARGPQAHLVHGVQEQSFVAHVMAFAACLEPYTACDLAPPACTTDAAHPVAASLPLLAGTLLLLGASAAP
# A3G deaminase – blocks human APOBEC3G single-stranded DNA deamination. Q9HC16. recombinant A3G, ssDNA deamination FAM/TAMRA fluorescence. inhibition, % at 20 µM. actives 0.28% (n = 330,000). AID 493012;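 active means inhibition of at least 40% at 20 µM, with no more than 30% in the related APOBEC3A deaminase screen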;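 further: plate controls were DMSO wells with A3G for no effect and wells lacking A3G enzyme for full effect; some compounds called inactive have numbers as strong as hits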
# Target sequence (Q9HC16 whole entry, looked up): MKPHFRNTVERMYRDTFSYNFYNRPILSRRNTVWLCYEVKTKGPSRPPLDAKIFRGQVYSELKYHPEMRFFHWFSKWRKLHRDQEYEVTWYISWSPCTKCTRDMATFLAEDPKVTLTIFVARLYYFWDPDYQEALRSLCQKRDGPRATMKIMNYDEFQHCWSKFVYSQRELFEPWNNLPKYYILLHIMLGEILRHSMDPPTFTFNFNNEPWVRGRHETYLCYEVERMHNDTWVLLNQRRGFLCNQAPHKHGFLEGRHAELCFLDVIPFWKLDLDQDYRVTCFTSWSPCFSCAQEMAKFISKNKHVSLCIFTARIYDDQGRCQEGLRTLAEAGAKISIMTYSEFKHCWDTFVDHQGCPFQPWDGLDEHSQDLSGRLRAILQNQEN
# APOBEC3A inh – blocks human APOBEC3A ssDNA deamination. P31941. inhibition, % at 20 µM. recombinant A3A, FAM/TAMRA ssDNA deamination fluorescence. actives 0.41% (n = 330,000);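 active means at least 40% inhibition at 20 µM here, with at most 30% in a related deaminase screen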;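 further: plate controls were A3A with DMSO for no effect and wells lacking A3A enzyme for full effect; some results filed as inactive read as strong as hits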
# hIAP inh – human IAP inhibition; P09923; purified IAP, CDP-Star luminescence, 30 min; inhibition, % at 10 µM; actives 0.12% (n = 330,000); AID 2544;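 active means inhibition reaching a set limit with compound at 10 µM in the primary screen, cut at about 35% in these data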;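 further: plate controls were DMSO wells with enzyme for no effect and no-enzyme buffer wells for full effect; values of inactives mirror those of a sister screen read the other way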
# SENP1 inh – inhibitors of human SENP1 SUMO protease catalytic domain. recombinant SENP1 catalytic domain, CyPet-SUMO1-YPet FRET cleavage. inhibition, % at 10 µM. actives 0.21% (n = 360,000). AID 624204;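 active means inhibition at least 30% at 10 µM, raw YFP signal under a set limit, fluorescence ratio 0.5 to 1.5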;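 further: 0% = enzyme with DMSO and 100% = no enzyme wells; some results filed as inactive read as strong as hits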
#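 Assay system – human recombinant His6-tagged SENP1 catalytic domain enzyme · Input – SENP1 enzyme, 20 pM final · Buffer or medium – Tris pH 8 buffer plus EDTA, NaCl, BME, BSA, NP40, catalase · Schedule – 50 min reaction at room temperature · Technique – FRET read of cyan and yellow fluorescence · Control set – no-enzyme wells low, DMSO-plus-enzyme wells high control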
# MIN6 prolif – inducers of beta-cell replication in MIN6 cells; MIN6 cells proliferation, ATPlite luminescence, 48 h; cells starved in 0.2% serum; 100% = growth in 10% serum; proliferation, % at 10 µM; actives 0.29% (n = 330,000); AID 2380;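 active means compounds whose signal lies at least 3.5 SD above the mean of all wells on their plate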;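 further: 0% = DMSO-treated cells in low-serum medium and 100% = 10% serum control; some compounds called inactive have numbers as strong as hits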
# mIAP inh – blocks mouse intestinal alkaline phosphatase; purified mouse IAP, CDP-Star luminescence, 30 min; inhibition, % at 10 µM; actives 0.2% (n = 330,000);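 active means inhibition of at least 40% at 10 µM in the primary screen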;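 further: plate controls were DMSO with enzyme for no effect and no enzyme wells for full effect; values of inactives mirror those of a sister screen read the other way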
# The depositor's hits bear a star; & = joins results of further samples.
No.	molecule	mIAP activ	NLRP3 yeast inh	hIAP act	A3G deaminase	APOBEC3A inh
1	CCOC(=O)C1C(c2ccccc2O)NC(=O)NC1(O)C(F)(F)F (configuration not stated)	0.91	17	1.1	-11	-1
2	CSc1nnc(NC(=O)c2nc(S(=O)(=O)Cc3ccccc3)ncc2Cl)s1	0.98	12	0.98	-7	-3
3	CC(C#Cc1c([C@@H](C)Oc2ccccc2)nnn1Cc1ccccc1)Oc1ccccc1 (some centres not stated)	1	8	0.97	-8	-5
4	COc1ccc(CCN=C(NS(=O)(=O)c2ccccc2)c2ccccc2)cc1OC	0.93	4	0.88	-1	2
5	NC(=S)N=Nc1c(O)n(Cc2ccc(Br)cc2)c2ccccc12	0.87	43	1.1	0	-1
6	CSc1ccc(/C=C2\NC(=O)NC2=O)cc1	1	10	1.1	-11	-4
7	CSC1=NCCN1C(=O)c1cccc(Br)c1	0.98	2	1.1	-2	-3
8	CCc1nc2nc(C)c(NS(=O)(=O)c3ccc(Br)s3)c(=O)n2[nH]1	0.98	4	1	6	-2
9	Cc1ccc(C(=O)CS(C)(=O)=O)cc1	0.97	9	1	-6	-4
10	COc1ccc(-c2[nH]ncc2CN2CCSCC2)c(OC)c1	1	15	1.1	-2	0
11	Cn1ncc([N+](=O)[O-])c1C(=O)Nc1nccs1	0.97	-2	0.96	-5	-4
12	Cc1csc(NC(=O)C(C)N2C(=O)c3ccccc3S2(=O)=O)n1 (configuration not stated)	1.1	11	1.5	-3	-3

No.	hIAP inh	SENP1 inh	MIN6 prolif	mIAP inh
1	-7	1	-4	9
2	2	-1	-8	2
3	3	0	-8	-4
4	12	1	2	8
5	-10	4	-6	13
6	-6	-5	-4	-3
7	-6	3	-1	2
8	0	1	0	2
9	-1	1	0	3
10	-8	2	1	-4
11	4	0	0	3
12	-48	1	2	-7

# Next part; it opens with the five that closed the last part.
No.	molecule	mIAP activ	NLRP3 yeast inh	hIAP act	A3G deaminase	APOBEC3A inh
8	CCc1nc2nc(C)c(NS(=O)(=O)c3ccc(Br)s3)c(=O)n2[nH]1	0.98	4	1	6	-2
9	Cc1ccc(C(=O)CS(C)(=O)=O)cc1	0.97	9	1	-6	-4
10	COc1ccc(-c2[nH]ncc2CN2CCSCC2)c(OC)c1	1	15	1.1	-2	0
11	Cn1ncc([N+](=O)[O-])c1C(=O)Nc1nccs1	0.97	-2	0.96	-5	-4
12	Cc1csc(NC(=O)C(C)N2C(=O)c3ccccc3S2(=O)=O)n1 (configuration not stated)	1.1	11	1.5	-3	-3
13	CC(C)NC(=O)CN(Cc1ccc(F)cc1)C(=O)CCC(=O)Nc1nccs1	1	20	1.1	-7	-4
14	COc1ccc(-c2nc(SC)n(C)c(=O)c2C#N)cc1OC	1.1	20	1.1	-5	-2
15	COc1ccc([C@@H]2[C@@H]3C(=O)N(C(C)(C)C)C(=O)[C@@H]3[C@]3(Cc4ccccc4)C(=O)N(c4cccc(Cl)c4)C(=O)N23)cc1	0.73	1	0.91	-3	-1
16	c1cc2ccc3ccc(-n4cnnn4)c4ccc(c1)c2c34	0.91	-33	0.81	-4	0
17	O=C1Cn2c(nc3ccccc32)N1c1ccccc1F	0.97	12	0.95	1	1
18	Cn1c(=O)c2c(-c3ccccc3)n(CCCN3CCOCC3)cc2n(C)c1=O	0.98	-3	1.2	-3	-15
19	N/C(=N\OC(=O)CCCOc1ccc(Cl)cc1Cl)c1ccncc1	0.97	11	1.1	-7	-1
20	CCOC(=O)c1cccc(Nc2ncnc3ccc(C)cc23)c1	1.1	32	1.1	-3	-6
21	Cc1ccc(Nc2c(-c3ccc(N(C)C)cc3)nc3ncccn23)cc1	0.99	21	0.94	-9	-11
22	COc1ccccc1OCCn1cc(C(=O)c2ccco2)c2ccccc21	0.93	18	1.2	-4	0
23	COc1ccc(-c2nc(C(=O)NCC3CCCO3)cc3c2[nH]c2ccccc23)cc1 (configuration not stated)	1.1	13	0.97	-10	-3
24	O=C(N[C@@H]1C/C=C\C[C@@H](CC(=O)N(CCO)Cc2ccccc2)C(=O)N[C@H](Cc2ccccc2)COC1=O)OCC1c2ccccc2-c2ccccc21	1.1	28	1.3	23	3

No.	hIAP inh	SENP1 inh	MIN6 prolif	mIAP inh
8	0	1	0	2
9	-1	1	0	3
10	-8	2	1	-4
11	4	0	0	3
12	-48	1	2	-7
13	-8	1	-4	-2
14	-11	0	2	-6
15	9	3	-5	27
16	19	-61	3	9
17	5	0	1	3
18	-15	-4	-3	2
19	-10	0	-1	3
20	-11	2	-1	-8
21	6	-33	-5	1
22	-24	0	2	7
23	3	-5	-5	-13
24	-33	-5	-6	-8

# Next results follow:
No.	molecule	mIAP activ	NLRP3 yeast inh	hIAP act	A3G deaminase	APOBEC3A inh
25	Cc1ccc(C(=O)CCNc2ccc(Br)cc2)o1	1	46	1.1	-10	-1
26	CCn1c(=O)c(=O)n(CC)c2cc(S(=O)(=O)Nc3cccc(OC)c3)ccc21	0.89	8	0.73	-4	1
27	COc1cccc(N2CCN(S(=O)(=O)c3c(C)[nH]c(C)c3C(=O)N3CCCC3)CC2)c1	1	9	0.94	0	-4
28	O=C(Nc1nncs1)c1ccc2c(c1)OCO2	1	23	0.99	-1	0
29	CCCCn1c(N)c(N(CCC(C)C)C(=O)CC2OC(=O)c3ccccc32)c(=O)[nH]c1=O (configuration not stated)	1.1	5	1.2	-1	3
30	CC1=C(C(=O)OCc2ccccc2)C(c2cccnc2)c2c(n(C)c(=O)n(C)c2=O)N1 (configuration not stated)	0.98	5	1	-5	-6
31	Cc1ccc2sc(N(CCCN(C)C)C(=O)c3ccc(S(=O)(=O)N4CCCCCC4)cc3)nc2c1C	0.94	18	1.1	-7	0
32	CC12CC3(C)CC(C)(C1)CC(C(=O)NCc1ccccn1)(C2)C3	1	7	1.1	4	-2
33	O=C(Nc1ccc2ccccc2n1)C1CCCCC1	1	22	1	1	3
34	COC(=O)COc1cc(Cl)c(C=O)cc1OC	0.95	-90	1.1	0	0
35	N#CCCN(C(=O)CN1CCN(S(=O)(=O)c2ccc(Cl)s2)CC1)c1ccc(F)cc1	1	18	0.85	-5	-1
36	CCOC(=O)c1cnc(SC)nc1Oc1cccc(NC(=O)c2ccc(Cl)cc2)c1	0.98	-1	1.2	-2	-3

No.	hIAP inh	SENP1 inh	MIN6 prolif	mIAP inh
25	-14	-7	-4	-1
26	27	1	-1	11
27	6	-1	1	-1
28	1	1	0	-4
29	-21	-1	8	-8
30	-3	-42&-39	-1	2
31	-10	1	-8	6
32	-8	3	0	-4
33	0	1	-1	-5
34	-13	4	-1	5
35	15	1	3	-2
36	-23	0	-4	2

# New compounds follow:
No.	molecule	mIAP activ	NLRP3 yeast inh	hIAP act	A3G deaminase	APOBEC3A inh
37	Cc1cc(C)c(S(=O)(=O)Nc2cccc3nsnc23)c(C)c1	1	10	0.86	1	-1
38	COc1cccc(CNC(=O)C2CCN(S(=O)(=O)c3ccc4c(c3)NC(=O)CO4)CC2)c1	1.1	4	1.1	3	1
39	N#C/C(=C\c1cn[nH]c1-c1ccc(Cl)cc1)C(=O)NCc1ccccc1	0.96	7	0.81	3	2
40	CC(O)c1nc2ccccc2n1CCOc1ccccc1 (configuration not stated)	0.93	10	0.96	-5	-13
41	Cc1ccc(-c2cc3nc(C)cc(NCc4ccco4)n3n2)cc1	1.1	22	0.96	2	4
42	COc1cc(C(=O)ON=C2C3CC4CC(C3)CC2C4)cc(OC)c1OC	0.96	59*	1.1	-8	-2
43	Cc1nn(C)c(C)c1NS(=O)(=O)c1c(C)n[nH]c1C	1	12	1.2	-8	-2
44	CCCn1c(SCC(=O)NNC(=O)c2ccc(OC)cc2)nnc1C(C)C	1.1	5	1.5	-5	-3
45	CSc1ccccc1OCc1cc(C(=O)N(C)CCc2c(C)n[nH]c2C)no1	1.1	4	1.4	-8	-9
46	O=C(OCCNc1nc(-c2ccccc2)nc2ccccc12)c1ccncc1	1.1	24	1	10	-2
47	CC1(C(=O)NNC(=O)c2ccc(=O)oc2)CC1Br (configuration not stated)	0.23	13	1	6	18
48	Cc1ccc(NC(=O)CNCC(c2ccccc2)N(C)C)cc1F (configuration not stated)	1.1	3	1.3	-8	-7

No.	hIAP inh	SENP1 inh	MIN6 prolif	mIAP inh
37	14	7	-1	-4
38	-10	2	-2	-10
39	19	0	-1	4
40	4	-1	0	7
41	4	-30	-5	-14
42	-9	3	-6	4
43	-18	0	1	0
44	-46	1	3	-8
45	-44	-2	-3	-6
46	-2	1	1	-10
47	-2	-34	-1	77*
48	-34	0	-1	-6

# Next part.
No.	molecule	mIAP activ	NLRP3 yeast inh	hIAP act	A3G deaminase	APOBEC3A inh
49	Cc1ccc(C(=O)NNC(=O)c2csc(N3CCOCC3)n2)o1	0.87	12	1.9	6	5
50	Cc1cc(C)n(-c2ccc(C(=O)Nc3ccccc3N3CCOCC3)cc2)n1	0.95	9	1	-1	9
51	COc1ccccc1C(=O)Nc1ccc2c(c1)n(C)c(=O)n2C	1.1	18	1	-5	-1
52	CN1C2CCC1/C(=C\c1ccccc1)C(=O)/C2=C\c1ccccc1	0.96	33	0.95	-3	0
53	CC1CCN(CC(=O)Nc2sc3c(c2C#N)CCC3)CC1	1	1	1	-1	-3
54	C/C(=N/NC(=O)c1ccc(NC(=O)c2ccc(F)cc2)cc1)c1ccccc1	0.94	5	1.1	-3	-2
55	Cn1cc(NC(=O)Nc2ccc(C(F)(F)F)cc2)c(C(F)(F)F)n1	2.9*	3	1.2	-7	-2
56	O=C1NCCN(Cc2cccc(Oc3ccccc3)c2)C1CC(=O)N1CCCO1 (configuration not stated)	1	16	1.1	-4	1
57	CC1CCN(c2nc(-c3ccncc3)nc3ccccc23)CC1	0.94	-6	0.97	-5	-4
58	CCCC1(C(=O)O)NC(c2cccc(OC)c2O)C2C(=O)N(c3ccccc3)C(=O)C21 (configuration not stated)	1.1	4	1.3	-8	-2
59	CC(C)(C)c1cc(-c2ccco2)c(C#N)c(SCC#N)n1	0.92	-11	1	-10	-4
60	O=C(CNCC1CCCO1)Nc1ccccc1-n1cccc1 (configuration not stated)	0.93	2	1.1	-4	-6
61	COc1ccc(-n2nc(C(=O)NCC(=O)N3CCCCCC3)c3ccccc3c2=O)cc1Cl	0.88	23	0.96	-4	0

No.	hIAP inh	SENP1 inh	MIN6 prolif	mIAP inh
49	-90	4	-2	13
50	0	0	1	5
51	-4	1	0	-9
52	4	2	-6	4
53	-4	-33	-1	-4
54	-9	-6	-3	6
55	-15	-1	1	-190
56	-13	-16	-1	-4
57	3	0	-7	6
58	-34	7	-4	-10
59	-3	3	-4	8
60	-7	1	1	7
61	4	-1	-1	12

# Assay outcomes (PubChem)

# A portion of the library; rates above refer to the full screens.
